A549 tox = A549 cytotoxicity, counter-screen for Nrf2 inhibitors; Potency, µM (highest dose often 46 µM), without a hit: at the top dose activity change, negative = cytotoxicity, actives largely listed as inhibitors; hit rate 0.16% among 390,000; A549 ARE-Fluc cells, CellTiter-Fluor viability, 18-24 h; also: potency is read from the fitted curve at half-maximal effect; % is scaled to controls: 0 for no effect and ±100 for the full control effect
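A549 ARE-Fluc cells in 5% FBS OPTI-MEM, 5000 cells/well, rested 2 h then exposed to compounds in concentration-response for 18-24 h at 37 °C. Viability by CellTiter-Fluor fluorescence (Ex 405/Em 525) after 30 min; luciferase luminescence (BugLite, 15 min, RT) read afterwards.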
Nrf2 block = inhibitors of Nrf2 signaling. A549 ARE-Fluc reporter, luciferase luminescence, 18-24 h. Potency, µM (doses to about 46 µM), inactives show at the top dose activity change, negative = inhibition, usual class: inhibitors. hit rate 2.1% among 360,000. AID 504444; also: potency is read from the fitted curve at half-maximal effect; % is scaled to controls: 0 for no effect and ±100 for the full control effect; nearly all actives have a fitted effect of over 60% in size
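Concentration-response testing used A549 ARE_Fluc cells at 5000 cells/well. Following an 18-24 h compound incubation, viability was read by fluorescence (Ex 405/Em 525) and luciferase output by luminescence.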
CCT modulator = changes cytosolic chaperonin activity; purified chaperonin ATPase assay, HTRF ADP detection, 30 min; activity change, % (no concentration beside the values), hits read low; hit rate 0.3% among 360,000; AID 651819; in the data active = activity change below about -30%; also: % is scaled to controls: 0 for no effect and ±100 for the full control effect
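We incubate TRiC, 40 or 20 nM final, with library compounds at 76 uM and 10 uM ATP for 30 min at 37 °C. ADP formed is detected with Transcreener HTRF reagents after 30 min at room temperature.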
Mm-Cpn inhibitor = blocks the Methanococcus maripaludis chaperonin Mm-Cpn. AID 504842. purified Mm-Cpn ATPase, ADP Transcreener TR-FRET. Potency, µM (series often up to 76.9 µM), inactives show at the highest dose activity, negative = inhibition, most hits filed as inhibitors. hit rate 0.031% among 330,000; also: potency is read from the fitted curve at half-maximal effect; % is scaled to controls: 0 for no effect and ±100 for the full control effect; nearly all actives have a fitted effect of over 80% in size
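TR-FRET (320 nm excitation; 590 and 665 nm emission) reports ADP made from 10 uM ATP by 25 nM enzyme; compounds were preincubated 10 min, reaction run 30 min, both at 37°C.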
Nrf2 ARE act = activators of Nrf2 (ARE) signaling. AREc32 ARE-luciferase reporter (MCF7-derived line), luminescence, 24 h. Potency, µM (highest dose often 46.1 µM), for the others: at the top dose activation, usual class: activators. hit rate 0.31% among 410,000. AID 624171; also: potency is read from the fitted curve at half-maximal effect; % of control where 0% means no effect; nearly all actives have a fitted effect of over 65% in size
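For detection, Steady-Glo was added and plates sat 30 min at RT; before that, AREc32_Fluc cells grown overnight in OPTI-MEM/5% FBS had been treated with 23 nL compound for 24 hr at 37 deg C.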
Akt phos inh = inhibitors of Akt phosphorylation; Neuro2A IGF-stimulated pAkt S473 HTRF, 20 min; hits give low values; activity change, % for hits at 50 µM; hit rate 0.32% among 360,000; in the data active = activity change below about -80%; inconclusive = mostly about -51% to -80%; also: % is scaled to controls: 0 for no effect and ±100 for the full control effect
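Neuro2A cells in DMEM with 0.5% FBS, overnight at 37 deg C, given compound at single 50 µM final, then IGF (6 nM final) for 20 min at 37 deg C. Lysed; phospho-Akt Ser473 by HTRF after 24 h, 665/615 ratio.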
TGFb SMAD3 inh = inhibitors of TGF-b signaling; HepG2 CAGA-GFP TGF-b/SMAD3 reporter, GFP fluorescence, 18 h; TGF-beta stimulated, 500 pg/mL final; Potency, µM (series often up to 46.1 µM), without a hit: top-dose activity, negative = inhibition, most hits filed as inhibitors; hit rate 1.2% among 410,000; AID 588855; also: potency is read from the fitted curve at half-maximal effect; % is scaled to controls: 0 for no effect and ±100 for the full control effect; nearly all actives have a fitted effect of over 65% in size
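TGF-beta reporter screen: HEPG2 CAGA-GFP, 1% FBS, 500 pg/mL TGF-beta final, 18 h; per-cell GFP summed per well; curves fitted and categorized by class.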
Abeta rescue = A-beta toxicity reversal in yeast. yeast expressing A-beta42, growth rescue, OD600, 48 h; response scale: 0% DMSO, 100% iron-clioquinol control. Potency, µM (doses to about 46.1 µM), for the others: top-dose growth rescue, usual class: activators. hit rate 0.063% among 410,000; also: potency is read from the fitted curve at half-maximal effect; nearly all actives have a fitted effect of over 55% in size
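Yeast growth medium received pinned compounds, then yeast cells expressing toxic A-beta were added; plates incubated at 30 C for 48 hr. Growth read as absorbance at 600 nm, normalized to DMSO and equimolar FeCl3 plus clioquinol controls.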
HepG2 viability = kills HepG2 cells in TGF-b inhibitor counter-screen; hit rate 0.76% among 410,000; HepG2 CAGA-GFP viability, ATP luminescence, 18 h; AID 588856; Potency, µM (top dose mostly 46.1 µM), for inactives: at the highest dose activity change, negative = cytotoxicity, usual class: cytotoxic; also: potency is read from the fitted curve at half-maximal effect; some results filed as inactive show a strong effect at the top dose
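HepG2 CAGA-GFP cells (1000/well, DMEM with 1% FBS) received compound, then TGF-beta at 500 pg/mL final, and were incubated 18 hours at 37 degrees C. Viability was read by CellTiter-Glo luminescence. Media-only wells were set as complete cell-killing and DMSO as no toxicity.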
Numbers without * were called inactive; i = inactive; ? = inconclusive; · = not tested or not shown. Unless noted, calls follow the shape of the dose curve; as a rule, active = well fitted curve in the direction sought with a large enough effect; inconclusive = small, poorly fitted or top-dose-only effect, or another doubt; inactive = no such curve, though single readings can be large; an effect the other way counts as inactive or inconclusive.

SMILES	A549 tox	Nrf2 block	CCT modulator	Mm-Cpn inhibitor	Nrf2 ARE act	Akt phos inh	TGFb SMAD3 inh	Abeta rescue	HepG2 viability
CCOc1ccc(NC(=O)CSc2nc3ccsc3c(=O)n2CCC(C)C)cc1	-4%	·	·	·	1.1%	·	0%	3%	-14%
O=C(Cc1ccccc1)N1CCCC(c2nc(-c3ccc(S(=O)(=O)N4CCCC4)cc3)no2)C1 (centres undefined)	0%	?	0.9	0%	-0.5%	i	-19%	17%	-35%
COc1ccc(-c2[nH]ncc2CNC(C)c2cn(C)nc2C)c(F)c1 (centres undefined)	-5%	-28%	-3.4	0%	-1.0%	i	2%	-1%	-1%
Cc1c(Br)c(O)c(Br)c(O)c1/C=N/n1c(-c2ccccc2)n[nH]c1=S	-3%	0%	-7.8	-1%	-0.5%	i	2%	-1%	9%
CCOC(=O)CC(NC(=O)CCc1c(C)nc2nc(C)nn2c1C)c1ccc(OC(C)C)cc1 (centres undefined)	-8%	4%	-1.7	0%	-0.1%	i	2%	-25%	3%
Cc1ccc(NC(=O)NC(=O)COc2ccccc2C(N)=O)c(C)c1	-1%	0%	1.4	1%	0.2%	i	5%	-2%	4%
CC(C)CCNC(=O)C1CC(c2cccc([N+](=O)[O-])c2)=NO1 (centres undefined)	5%	-16%	-0.6	0%	-0.4%	i	10%	-6%	-19%
CCOC(=O)c1nn(-c2ccc(F)cc2)c2nc(Nc3ccccc3)cc(=O)n12	-2%	0%	-1.1	12%	0.1%	i	2%	-20%	3%
COc1ccc(C2CC(c3ccc(OC)cc3O)=NN2C(=O)c2ccccc2)cc1 (centres undefined)	-1%	26%	1.0	-1%	3.0%	i	0%	0%	-8%
CCOC(=O)C1=C(N)Oc2cc(O)ccc2C1c1ccccc1 (centres undefined)	-3%	?	1.2	1%	0.1%	i	?	3%	-42%
Cc1cccc(C(=O)NCc2nc3ccccc3n2Cc2ccccc2Cl)c1	-10%	?	·	·	-0.4%	·	-22%	7%	-20%
O=C(COc1ccc([N+](=O)[O-])cc1)Nc1cccc2nsnc12	9%	9%	0.5	2%	0.3%	i	0%	1%	-15%

Limited to CCT modulator and Abeta rescue, for some of the entries so far:
| smiles | CCT modulator | Abeta rescue |
| --- | --- | --- |
| COc1ccc(-c2[nH]ncc2CNC(C)c2cn(C)nc2C)c(F)c1 (centres undefined) | -3.4 | -1% |
| Cc1c(Br)c(O)c(Br)c(O)c1/C=N/n1c(-c2ccccc2)n[nH]c1=S | -7.8 | -1% |

Other structures.
SMILES	A549 tox	Nrf2 block	CCT modulator	Mm-Cpn inhibitor	Nrf2 ARE act	Akt phos inh	TGFb SMAD3 inh	Abeta rescue	HepG2 viability
CCN(CC(=O)NC1CCS(=O)(=O)C1)c1ccc(S(C)(=O)=O)cc1[N+](=O)[O-] (centres undefined)	10%	?	-1.6	4%	3.0%	i	9%	9%	3%
O=C(CCCSc1nc2ccccc2[nH]1)N1CCN(c2ccc([N+](=O)[O-])cc2)CC1	-16%	?	-0.7	1%	-0.7%	i	12%	-15%	4%
CCOC(=O)N1CCN(c2c(NCc3ccccc3Cl)c(=O)c2=O)CC1	-1%	-13%	0.0	0%	-0.7%	i	-24%	-3%	-15%
Cc1ccc(NC(=O)CNC(=O)c2ccco2)cc1	6%	?	1.3	2%	-0.8%	i	2%	-9%	-1%
CNC(=O)c1c(NC(=O)c2cccc(C)c2)sc2c1CCC2	-3%	3%	-2.1	-16%	8.6%	i	-24%	-1%	17%
Cc1ccc(CNS(=O)(=O)c2ccc3c(c2)n(C)c(=O)n3C)cc1	-2%	21µM*	0.7	1%	0.6%	i	-19%	-13%	-10%
CCSc1cnc(-c2ccccc2)n1CC	15%	?	0.4	0%	0.1%	i	0%	11%	-13%
Cn1cc(C(=O)NCCO)c(=O)c2ccccc21	0%	-7%	0.4	-2%	-0.6%	i	3%	2%	-14%
Cc1ccc(CNC(=O)CC(C)S(=O)(=O)c2ccc3c(c2)NC(=O)CS3)o1 (centres undefined)	3%	?	0.6	-1%	8.5%	i	-7%	-1%	-8%
Cc1ccc2nc(-c3ccccc3)c(CC(=O)O)c(C(=O)O)c2c1	-5%	11%	-4.3	1%	-0.8%	i	18%	3%	14%
Cc1cc(C(=O)NCCCN2CCCC2=O)cs1	3%	-3%	-0.4	0%	-0.3%	i	-28%	-2%	-13%
COc1ccc(OC)c(C2C(C(=O)c3ccco3)=C(O)C(=O)N2Cc2cccnc2)c1 (centres undefined)	-8%	18%	0.5	-5%	-0.7%	i	-13%	-7%	-1%
O=S(=O)(c1cccc(-c2cn3cccnc3n2)c1)N1CCOCC1	-3%	1%	1.0	-9%	0.4%	i	2%	-19%	-7%
Cc1ccc(C)c(NC(=S)N(Cc2cccc(Br)c2)CC2CCC(C(=O)O)CC2)c1 (centres undefined)	-3%	-26%	-0.1	-2%	0.3%	i	-2%	-18%	13%
O=[N+]([O-])c1ccc(NCCCN2CCOCC2)c(Cl)c1	-4%	?	-2.9	1%	-0.1%	i	-6%	1%	-13%
C[C@H](CO)N1C[C@H](C)[C@@H](CN(C)S(C)(=O)=O)Oc2ccc(N(C)C)cc2C1=O	-3%	3%	1.2	1%	-0.7%	i	-13%	-2%	-10%
COc1cc(C(=O)NCCCCCCNC(=O)c2cc(OC)c(OC)c(OC)c2)cc(OC)c1OC	?	-3%	1.3	-2%	-0.9%	i	-4%	-1%	-8%
CCc1ccccc1NS(=O)(=O)c1ccc2[nH]cc(C(=O)N(CC)Cc3ccccc3)c(=O)c2c1	12%	·	·	·	0.7%	·	?	13%	-20%
CN(C(=O)COC(=O)c1ccc(C#N)cc1)c1ccccc1	3%	10%	1.1	1%	-0.7%	i	-8%	-21%	6%
O=c1c(=O)n(-c2ccccc2)ccn1Cc1cccc(C(F)(F)F)c1	12%	41%	·	·	-0.5%	·	3%	-6%	-14%
CN(CC(=O)NC1CCCc2ccccc21)S(=O)(=O)c1cccs1 (centres undefined)	15%	-1%	1.1	1%	2.3%	i	-22%	17%	-7%
O=C(O)c1cc(NC(=O)c2ccc(Cl)c([N+](=O)[O-])c2)cc(C(=O)O)c1	0%	4%	1.1	-2%	0.3%	i	5%	-2%	6%
CCOc1ccc(C(=O)NCCc2sc(-c3ccc(C)cc3)nc2C)cc1	-25%	·	·	·	8.1%	·	1%	-8%	-18%
O=C(Nc1ccc2c(c1)OCO2)C1CCN(Cc2cnn(-c3ccccc3)c2-n2cccc2)CC1	-4%	4%	0.0	-1%	7.4%	i	-25%	0%	-26%
Oc1ccc2ccccc2c1C=Nc1ccccc1	1%	-1%	-2.7	-4%	0.3%	i	11%	-14%	-5%
CCCCNC(=O)CN1C(=O)c2cccnc2Sc2ccccc21	4%	?	·	·	2.3%	·	-2%	-8%	2%
Cc1ccc(S(=O)(=O)N2[C@@H](c3cccc(Cl)c3)C(C(=O)O)=CC[C@H]2c2ccc3c(c2)OCO3)cc1	-19%	?	-3.7	0%	-0.5%	i	-20%	3%	-4%
CCN(Cc1ccccc1)S(=O)(=O)c1ccc(C(=O)Nc2nnc(C3CC3)o2)cc1	-19%	8.2µM*	-1.2	1%	-1.8%	i	-12%	10%	-34%
CNC(=O)COc1ccc(NC(=O)c2ccc(-c3nn(C)c(=O)c4ccccc34)cc2)cc1	-6%	-15%	·	·	0.5%	·	-2%	-12%	-27%
O=C(Cn1nc(-c2ccc(Cl)cc2)ccc1=O)NCC1CCCO1 (centres undefined)	6%	4%	0.2	0%	1.3%	i	5%	-8%	2%
O=C(CN1CCCCC1)Nc1ccc(NC(=O)c2ccccc2Cl)cc1Cl	-25%	?	2.8	-1%	2.7%	i	-7%	6%	-29%
Cc1cccc(N(CC(=O)NC2CCCCC2)C(=O)c2ccc(C)s2)c1	1%	-15%	0.1	1%	-0.1%	i	-29%	4%	5%
Cn1c(-c2cccc(Br)c2)n[nH]c1=O	2%	0%	-0.7	1%	1.0%	i	-1%	-25%	2%
Cc1ccc(NC(=O)CC2Nc3cc(C)c(C)cc3NC2=O)c(C)c1 (centres undefined)	2%	15%	·	·	3.7%	·	-3%	-22%	-8%
CN1CCN(/C=C(\C#N)S(=O)(=O)c2ccc(Cl)cc2)CC1	-10%	-3%	1.9	0%	-0.2%	i	3%	-6%	-1%
Cc1ccc(OC(=O)c2cccc(C(=O)Oc3ccc(C)cc3)n2)cc1	-13%	-11%	1.6	-2%	-0.8%	i	0%	-7%	0%
NC(=O)CC(NC(=O)Cc1ccc(Cl)cc1)c1ccc(NCCN2CCOCC2)c([N+](=O)[O-])c1 (centres undefined)	-5%	-10%	0.5	-2%	0.7%	i	?	-18%	0%
CC(Sc1nc(-c2ccccc2)nc2c1COC(C)(C)C2)C(=O)N1CCOCC1 (centres undefined)	-18%	-12%	0.3	1%	-0.4%	·	5%	0%	2%
COc1cc2[nH]c(=O)n(CCCCCC(=O)NCCCN3CCCC3=O)c(=O)c2cc1OC	-15%	4%	0.9	0%	-0.2%	i	-8%	0%	1%

Bioassay records from PubChem.
